HCV core dimer – blocks dimerization of HCV core protein; TR-FRET GST/Flag-core106 dimerization, 1536-well; inhibition, % at 5 µM; 300,000 tested, 0.33% active; AID 1899;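 active = inhibition above the mean of all tested compounds plus 3 SD, set per screening campaign, cut at about 45% in these data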
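Assay system – GST-tagged and Flag-tagged HCV core protein residues 1-106 · Quantity – core106 proteins, GST 13.5 nM and Flag 17 nM · Benchmarks – unlabelled core106 and no-GST-core106 wells · Read-out basis – percent inhibition of core106 dimerization signal · Detection – time-resolved FRET, ex 340 nm, em 617 and 671 nm · Schedule – 4 h at 22.5 °C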
proCasp7 act – counter-screen for procaspase-3 activators: activators of human procaspase-7; recombinant procaspase-7, Ac-DEVD-pNA absorbance 405 nm; D23A/D198A/D206A triple mutant, cannot self-cleave; scale: DMSO 0, 5 µM enzyme 100; activation, % at 8.5 µM; 330,000 tested, 0.093% active; AID 463210;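 active = percent activation above the screen-wide mean plus 3 SD, cut at about 25% in these data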
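Assay system: Uncleavable procaspase-7 mutant enzyme / Input: 2 µM procaspase-7 mutant as dispensed / Dosing: single nominal 8.5 µM compound dose, 0.8% DMSO final / Timing: 1 h enzyme–compound preincubation and 2 h substrate reaction, both 25 °C / Detection: p-Nitroaniline absorbance at 405 nm, read at 0 and 120 min / Replication: singlicate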
proCasp3 act – procaspase-3 (human) activation | recombinant procaspase-3 D3A, Ac-DEVD-pNA absorbance 405 nm | AID 463141 | 330,000 tested, 0.11% active | activation, % at 8.5 µM;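 active = activation above the mean of all tested compounds plus 3 SD, cut at about 21% in these data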;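 note: 0% = DMSO alone and 100% = DMSO wells spiked with extra 5 µM PC-3 D3A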
Target sequence (P42574 whole entry D9A/D28A/D175A): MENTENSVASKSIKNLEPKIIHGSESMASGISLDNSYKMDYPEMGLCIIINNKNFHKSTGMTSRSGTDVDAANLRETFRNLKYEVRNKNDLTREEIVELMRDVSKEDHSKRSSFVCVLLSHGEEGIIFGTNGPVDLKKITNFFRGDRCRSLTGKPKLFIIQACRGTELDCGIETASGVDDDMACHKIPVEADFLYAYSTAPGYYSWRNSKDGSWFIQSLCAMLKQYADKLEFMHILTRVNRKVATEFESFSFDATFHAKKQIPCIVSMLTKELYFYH
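Assay system: Autoprocessing-dead procaspase-3 D3A mutant enzyme; also added: Ac-DEVD-pNA; doses: one concentration, 8.5 µM nominal, 0.8% DMSO; times: 1 h compound preincubation, 2 h substrate hydrolysis at 25 °C; technique: 405 nm absorbance of p-nitroaniline, reads at 0 and 120 min; measure: % activation between DMSO and enzyme-spiked controls; repeats: single replicate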
PP5 primary – blocks human protein phosphatase 5 activity; inhibition, % at 6.7 µM; 320,000 tested, 0.18% active; AID 1987; purified PP5c, OMFP substrate fluorescence;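 active = inhibition above the campaign's mean inhibition across all tested compounds plus 3 SD, cut at about 9.5% in these data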;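 note: 0% = DMSO only and 100% = 100 µM cantharidin control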
PP1 inh – blocks human PP1-alpha phosphatase, a PP5 counter-screen; purified PP1alpha, OMFP fluorescence; inhibition, % at 6.7 µM; 320,000 tested, 0.9% active; AID 2235;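 active = inhibition above the mean inhibition of all tested compounds plus 3 SD, computed separately for each screening campaign, cut at about 15% in these data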
Target sequence (P62136 whole entry, looked up): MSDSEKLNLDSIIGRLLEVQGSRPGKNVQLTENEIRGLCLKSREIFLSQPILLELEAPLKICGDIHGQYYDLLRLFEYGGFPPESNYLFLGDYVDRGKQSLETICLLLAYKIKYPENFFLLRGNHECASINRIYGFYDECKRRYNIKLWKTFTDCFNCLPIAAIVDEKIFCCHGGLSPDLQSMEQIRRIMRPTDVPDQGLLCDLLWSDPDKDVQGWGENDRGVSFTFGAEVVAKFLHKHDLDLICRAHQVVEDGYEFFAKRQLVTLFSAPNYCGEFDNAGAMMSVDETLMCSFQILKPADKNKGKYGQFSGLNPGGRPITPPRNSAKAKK
GASC-1 inh – inhibitors of human GASC-1 (JMJD2C) demethylase | inhibition, % at 2.35 µM | 330,000 tested, 0.069% active | GST-JMJD2C(1-420) H3K9me3 demethylation, DELFIA europium;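 active = more than half of a compound's replicate wells show inhibition beyond 50%, single wells judged on their own value; inconclusive = some, but no more than half, of replicates pass 50% inhibition; inactive = no replicate passes 50% inhibition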;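 note: signal counts dimethyl H3K9 product captured on neutravidin plate; 0% = median of DMSO wells and 100% = 0.3 times that DMSO median; strong numbers were not always called active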
Target sequence (Q9H3R0 1-420 limits assumed): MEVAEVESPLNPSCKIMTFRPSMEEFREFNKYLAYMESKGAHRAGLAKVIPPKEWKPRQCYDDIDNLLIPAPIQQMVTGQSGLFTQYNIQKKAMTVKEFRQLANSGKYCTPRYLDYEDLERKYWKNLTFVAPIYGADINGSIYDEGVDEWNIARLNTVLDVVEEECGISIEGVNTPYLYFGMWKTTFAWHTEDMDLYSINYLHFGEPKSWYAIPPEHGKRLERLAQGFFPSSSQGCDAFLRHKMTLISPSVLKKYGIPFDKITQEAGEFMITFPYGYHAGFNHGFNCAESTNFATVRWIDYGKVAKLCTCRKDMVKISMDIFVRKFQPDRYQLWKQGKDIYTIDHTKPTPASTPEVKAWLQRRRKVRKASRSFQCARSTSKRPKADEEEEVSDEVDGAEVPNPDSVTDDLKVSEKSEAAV
GRK2 inh – inhibitors of human GRK2 displacing RNA aptamer; P25098; bead flow cytometry, FAM-aptamer displacement from GRK2; inhibition of aptamer binding, % at 10 µM; 330,000 tested, 0.59% active;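 active = inhibition of aptamer binding above 40%, roughly 3 SD of noise, on plates passing a quality check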;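 note: median bead fluorescence of bound FAM aptamer so fluorescent compounds give negative values; no value below 0 was filed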
VLA-4 inh – inhibition in a human VLA-4 binding assay; P13612; VLA-4 expressing cells, ligand binding flow cytometry; inhibition, % (about 7 µM as worked out from the volumes in the protocol); 330,000 tested, 0.2% active; AID 2557; in the data active = inhibition above about 50%
Fh CTSL1 inh – blocks F. hepatica cathepsin L1 in PFM18AAP counter-screen. recombinant F. hepatica cathepsin L1, Z-Leu-Arg-MCA fluorescence. inhibition, % at 5.96 µM. 300,000 tested, 0.49% active. AID 1906;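 active = inhibition above the mean of all tested compounds plus 3 SD, set per screening campaign, cut at about 17% in these data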;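 note: 0% = plate median of test compound wells and 100% = 1 µM Z-Phe-Ala-diazomethylketone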
Numbers without * were called inactive; ? = inconclusive; . = no result given; & = joins results of further samples.

SMILES	HCV core dimer	proCasp7 act	proCasp3 act	PP5 primary	PP1 inh	GASC-1 inh	GRK2 inh	VLA-4 inh	Fh CTSL1 inh
O=C(Nc1ccc2oc(-c3ccccc3F)nc2c1)c1ccco1	5	-1	4	0.3	-1	8	1	-3	2
Cc1cc(C)n(-c2ccc(NC(=O)C3CCN(Cc4cc(C)c(C)o4)CC3)cc2)n1	5	-2	2	0.3	4	-2	0	16	-1
Cc1ccc(NC(=O)C(=O)NNC(=O)c2ccccc2C)cc1Cl	-6	7	9	0.1	1	7	18	23	1
COc1ccc(-c2csc(NC(=O)[C@H](C)N3C(=O)C4CC=CCC4C3=O)n2)cc1OC (stereo not given in full)	.	-2	-3	.	.	2	4	-9	.
COc1ccc(CCNC(=O)CSc2nc3ccccc3c3nc(CCN4CCCCC4)nn23)cc1OC	-2	3	3	2.8	-4	8	0	6	1
O=C(c1cccs1)n1nc(-c2ccccc2)nc1NCc1ccco1	-1	-3	7	1.8	-1	1	2	1	2
O=C(CCS(=O)(=O)c1ccccc1)Nc1nc(-c2ccc(F)cc2)cs1	3	2	-4	-0.2	-2	-5	0	4	-1
Cc1ccc(-n2c(-c3nn(C)cc3Cl)n[nH]c2=S)cc1	-11	-6	-18	0.6	-1	-2	2	11	-4
CNc1ccccc(-c2ccc3ccccc3n2)c1=O	-11	-13	-5	2.0	6	4	0	2	-2
COc1ccc2c(c1)c1ncn(CCCN3CCOCC3)c(=O)c1n2C	2	-6	8	1.4	-5	?	0	-1	3
C=CCN=C1CCCc2c1[nH]c1ccc(C)cc21	-2	5	2	-1.5	-4	4	5	-6	-4
CC(C)OC(=O)C1C2C=CC3(CN(CC4CCCO4)C(=O)C13)O2 (stereo not given)	3	2	-2	3.4	3	-3&1	0	12	-3
COC(=O)C1=C(C)N(C)C(C)=C(C(=O)OC)C1c1cccc(Br)c1	4	-12	4	2.6	-2	4	0	12	2
O=C(CCC(=O)NNc1nc2ccccc2c2nc(-c3ccccc3)nn12)NCCCN1CCOCC1	-7	-7	-10	4.2	-1	-3	0	-6	0
CC1CN(S(=O)(=O)c2csc(C(=O)Nc3ccccc3)c2)CC(C)O1 (stereo not given)	-4	10	-2	2.3	4	-32	0	0	-1
Cc1nnc(C)n1/N=C/c1cc(Br)ccc1O	3	8	-3	0.9	-3	-3	1	5	3
Cc1nc(NCCc2ccccc2)c2nnn(Cc3ccccc3)c2n1	0	0	2	2.3	-1	-37	0	-79	5
Cc1ccc(C(=O)N/C(=C\c2ccc(-c3cccc([N+](=O)[O-])c3)o2)C(=O)NCCCN(C)C)cc1	-19	8	6	0.8	-1	3	0	4	7
COc1ccccc1C(=O)OCC#CCSc1nnc(-c2cccc3ccccc23)o1	.	0	2	.	.	.	5	-78	.
Cc1cccn2c(=O)c3cc(C(=O)NC4CCCCC4)n(C)c3nc12	4	8	1	-0.2	0	-11	1	17	0

Whole records as entered above. Order of screens: HCV core dimer | proCasp7 act | proCasp3 act | PP5 primary | PP1 inh | GASC-1 inh | GRK2 inh | VLA-4 inh | Fh CTSL1 inh
O=C(CCC(=O)NNc1nc2ccccc2c2nc(-c3ccccc3)nn12)NCCCN1CCOCC1 is listed as -7 | -7 | -10 | 4.2 | -1 | -3 | 0 | -6 | 0
Cc1nnc(C)n1/N=C/c1cc(Br)ccc1O is listed as 3 | 8 | -3 | 0.9 | -3 | -3 | 1 | 5 | 3

(further entries)
SMILES	HCV core dimer	proCasp7 act	proCasp3 act	PP5 primary	PP1 inh	GASC-1 inh	GRK2 inh	VLA-4 inh	Fh CTSL1 inh
COc1ccc(/C(C)=N/NC(=O)c2nc(C)cc(C)n2)cc1	-6	8	-2	0.4	0	12	10	1	-2
Cc1ccc2c(C(=O)CCl)c(C)[nH]c2c1	0	-5	0	-0.6	4	1	0	3	1
COc1ccc(C(=O)Nc2ccc(Cl)cc2C(=O)NCc2ccco2)cc1	0	7	9	1.9	1	3	0	13	0
O=C1c2ccccc2C(Nc2ccc(Cl)cn2)N1Cc1ccccc1 (stereo not given)	-2	-10	-1	-0.1	2	12	0	0	5
Oc1ccc(/C=N/NC(=S)N/N=C/c2ccc(O)cc2)cc1	0	-19	-9	-0.6	-3	5	0	11	5
Cc1onc(-c2ccccc2Cl)c1C(=O)N1CCN(C=O)CC1	6	-11	-7	3.5	-18	-22	0	-28	-5
CCc1ccc(NC2=NCC(=O)N2Cc2ccc3c(c2)OCO3)cc1	-1	0	4	-1.4	-5	-19	0	-2	0
CS(=O)(=O)C1=NSC2=NC(=O)/C(=C\c3ccc(OS(=O)(=O)c4ccccc4)cc3)C(=N)N21	16	4	2	2.7	4	0	1	3	1
CCCCCOC(=O)Cn1c(N2CCOCC2)nc2c1c(=O)[nH]c(=O)n2C	-5	12	-8	-0.9	-1	12	0	14	-6
Cc1cc(Cl)ccc1OCCCC(=O)NCC1CCCO1 (stereo not given)	-7	0	-8	2.1	-1	-25	0	-3	-3
Cc1ccc(S(=O)(=O)c2cc3c(=O)n4ccccc4nc3n(CCc3ccccc3)c2=N)cc1	5	-13	-2	1.3	2	15	0	-9	-1
CC(=O)Nc1ccc2[nH]ccc2c1	-14	-8	-8	-7.4	-7	9	0	0	-6
CCOc1ccccc1N1CCN(C(=O)CCCN2C(=O)c3cccc4cccc(c34)C2=O)CC1	4	-8	-2	5.3	5	6	3	-13	1
CCc1cccc(NC(=O)CCCn2nc(CC)n3c(cc4occc43)c2=O)c1	23	16	-1	1.4	1	8	7	0	-4
O=C(O)c1cc([N+](=O)[O-])ccc1NCCO	-7	-18	-3	1.9	1	-3	2	16	2
CCOC(=O)C1(Cc2cccc(F)c2)CCN(CC2CC2)CC1	0	17	-1	-0.5	-4	14	12	13	4
COC(=O)[C@]1(C)N[C@H](c2ccc(-c3ccc(Cl)c(Cl)c3)c(OC)c2)[C@@H]2C(=O)N(C)C(=O)[C@@H]21	-10	-2	0	4.2	4	1	3	1	1
COc1ccc(S(=O)(=O)N2CCOC2CNC(=O)C(=O)NCCc2c[nH]c3ccccc23)cc1 (stereo not given)	19	-2	3	1.0	0	-1	2	17	3
CCOc1ccccc1-n1c(SCC(=O)NC(C)(C)C)nnc1-c1ccoc1C	2	-2	-3	1.4	0	-6	0	14	4
O=C(Cn1c(NCCO)nc2ccccc21)c1ccc(F)cc1	0	-2	7	-1.6	0	1	0	3	0
CC(=O)NCC(=O)NC(Cc1ccccc1)C(N)=O (stereo not given)	-5	3	12	8.4	-3	-3	0	-2	-2
CCOc1ccc(-n2c(-c3ccccc3)nnc2-c2ccccc2)cc1	30	7	0	1.0	16*	18	0	3	0
CCOC(=O)C1=C(NC(=S)NC(=O)c2ccccc2)c2ccccc2CC1C(C)C (stereo not given)	12	-26	-10	3.3	5	0	5	4	4
Cc1cc(=O)[nH]c2c1c(C)nn2-c1ccccc1	-2	11	-8	1.2	-4	-3	0	-8	6
COc1ccc(Cl)cc1NC(=S)NCCC(c1ccccc1)c1ccccc1	6	1	1	3.9	4	-9	0	0	2
CCC(=O)Nc1cc2c3c(c1)CCC(=O)N3CCC2	-3	-2	4	0.9	0	4	0	2	1
CC(=O)Nc1nc(C)c(Cc2ccccc2)c(=O)[nH]1	2	2	-1	-2.7	0	-2	1	3	-5
CCOc1ccc(C2C(C(=O)c3ccco3)=C(O)C(=O)N2CCCn2ccnc2)cc1OC (stereo not given)	0	-55	-17	1.4	-2	13	0	11	-2
CCCCc1nnc(NC(=O)C(=O)OCC)s1	3	8	0	0.3	-3	-10	0	4	-1
c1ccc(C2CCC3(CC2)Oc2ccccc2C2CC(c4cccnc4)=NN23)cc1 (stereo not given)	1	-22	1	0.0	-1	0	0	4	0
CC(=O)c1cccc(NC(=O)C2C3C=CC(C3=C(c3ccccc3)c3ccccc3)C2C(=O)O)c1 (stereo not given)	17	-7	-3	-2.5	1	7	6	-5	-5
CCCNC(=O)C12CCC(C)(C(=O)O1)C2(C)C (stereo not given)	3	1	11	-2.1	-4	-1	0	0	-2
O=CN/C=C/c1cc(O)ccc1O	-7	-19	-7	-1.7	-6	.	0	5	0
Cn1c(SCC(N)=O)nnc1-c1cnccn1	0	5	0	-0.5	9	7	0	11	-4
Cc1ccc(C(=O)Nc2ccccc2C(=O)O)cc1S(=O)(=O)NCc1ccccc1	2	-1	-2	1.5	0	-19	0	-18	-5
CCOC(=O)C1CCN(C(=O)CCc2nnc3ccc(N4CCN(C)CC4)nn23)CC1	-10	-8	11	3.2	-2	-16	0	-129	6
COc1ccc([C@@H]2CC=C(C(=O)O)[C@H](c3ccccc3)N2S(=O)(=O)c2ccc(C)cc2)cc1OC	-2	1	0	2.0	1	8	1	22	-2
COCCOC(=O)C1=C(C)N(Cc2ccccc2)C(=O)NC1c1cccc(OC)c1OC (stereo not given)	-5	-1	4	2.5	-4	2	0	-15	-3
O=[N+]([O-])c1ccc(S(=O)(=O)N2CCSC2c2ccco2)cc1 (stereo not given)	3	-19	-14	1.2	-1	13	2	-4	-2
CCS(=O)(=O)C1=NN2C(=N)/C(=C\c3ccc(OC(=O)c4ccco4)cc3)C(=O)N=C2S1	7	-33	2	-0.1	-5	2	0	5	-2
Cc1nnc(N/N=C/c2cccc(C(F)(F)F)c2)n1N	6	-15	-6	-0.7	-3	21	0	2	4
COCCNC(=O)c1cc2nc(-c3ccc(F)cc3)cc(C(F)(F)F)n2n1	-3	5	0	-3.4	-4	-1	3	8	1
CC(=O)COc1coc(CN2CCN(c3ccc(F)cc3)CC2)cc1=O	-3	4	-3	0.3	2	10	99*	21	-1
O=C(NC(=S)N1CCN(Cc2ccc3c(c2)OCO3)CC1)c1ccc(Cl)cc1	-2	-10	-3	5.2	1	-6	0	-8	1
COCc1cc(C)[nH]c(=O)c1C(=O)NC12CC3CC(CC(C3)C1)C2	-1	3	-2	-1.2	2	3	3	4	5
COC(=O)c1ccc(-n2c(C)cc(C(=O)COC(=O)C3=COCCO3)c2C)cc1	.	3	-5	.	.	2	3	-3	.
O=C(C[C@H]1C/C=C\C[C@@H](NC(=O)OCC2c3ccccc3-c3ccccc32)C(=O)O[C@@H](c2ccccc2)CNC1=O)N[C@H](CO)Cc1ccccc1	.	7	3	.	.	-5	0	9	.
CN(C(=O)c1ccc2c(c1)OCCO2)c1c(N)n(Cc2ccccc2)c(=O)[nH]c1=O	0	9	5	-2.3	-8	-4	1	15	1
CCCn1c(N)c(C(=O)COC(=O)CNC(=O)c2ccc(C)c(C)c2)c(=O)n(C)c1=O	.	0	3	-2.6	-3	.	1	6	.
O=[N+]([O-])C(=c1ccc2c(c1)N1C3=C(CCCC3)CC3CCCCC31N=2)[N+](=O)[O-] (stereo not given)	63*	2	-8	-2.7	11	9	3	-6	5
COc1ccc(N(CC(=O)NCc2ccc3c(c2)OCO3)S(=O)(=O)c2ccccc2[N+](=O)[O-])c(OC)c1	9	1	-4	3.2	1	-7	0	-7	3

Screening results (PubChem)
